Screening data from PubChem.
BAZ2B block: qHTS Assay for Inhibitors of BAZ2B; Bromodomain adjacent to zinc finger domain protein 2B (Homo sapiens), Q9UIF8; AlphaScreen BAZ2B-H3K14Ac peptide displacement; Potency, µM (top dose mostly 114 µM), without a hit: at the highest dose activity change, negative = inhibition, actives largely listed as inhibitors; actives 4.4% (n = 360,000); also: potency is read from the fitted curve at half-maximal effect; % is scaled to controls: 0 for no effect and ±100 for the full control effect; nearly all actives have a fitted effect of over 60% in size
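BAZ2B 50 nM plus b-H3(5-23)K14Ac 50 nM, PBS pH 7.4/0.01% Tween-20, 30 min RT; compound added (max 110 uM), 30 min RT; streptavidin donor/Ni-chelate acceptor beads 10 ug/mL final, 20 min dark; AlphaScreen read.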
RGS4 inh: Inhibitors of Regulator of G Protein Signaling (RGS) 4: qHTS. Regulator of G-protein signaling 4 (Homo sapiens), P49798. Transcreener GDP fluorescence polarization, RGS4-accelerated GTP hydrolysis. Potency, µM (top dose mostly 114 µM), inactives show at the highest dose activity change, negative = inhibition, usual class: inhibitors. actives 0.039% (n = 390,000); also: potency is read from the fitted curve at half-maximal effect; % is scaled to controls: 0 for no effect and ±100 for the full control effect; nearly all actives have a fitted effect of over 75% in size; some results filed as inactive show a strong effect at the top dose
Target sequence (P49798 whole entry, looked up): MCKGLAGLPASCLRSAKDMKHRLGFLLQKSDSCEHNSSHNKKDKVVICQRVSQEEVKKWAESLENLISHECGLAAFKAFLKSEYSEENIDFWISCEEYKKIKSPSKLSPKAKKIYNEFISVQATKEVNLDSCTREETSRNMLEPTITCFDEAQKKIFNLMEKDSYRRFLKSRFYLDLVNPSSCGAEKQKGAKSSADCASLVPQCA
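MLSMR compounds (23 nl, pin-transferred) preincubated 10 min at room temperature with a 500nM (2x) first reagent, then RGS4 at 900nM (2x) plus Transcreener GDP mix added; fluorescence polarization (620/688 nm) read before and after 90 min at 30 °C.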
HP1b binding inh: HTS for Inhibitors of HP1-beta Chromodomain Interactions with Methylated Histone Tails. Chromobox protein homolog 1 (Homo sapiens), P83916. AlphaScreen HP1-beta / biotin-H3K9me3 peptide binding. Potency, µM (highest dose often 114 µM), for the others: at the highest dose activity change, negative = inhibition, actives largely listed as inhibitors. actives 0.56% (n = 390,000). AID 540317, 2011; also: potency is read from the fitted curve at half-maximal effect; nearly all actives have a fitted effect of over 70% in size; inactives centre near 23
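HP1-beta protein (50 nM final) preincubated 30 min at room temperature with biotinylated H3(1-18)K9me3 peptide (50 nM) in PBS pH 7.4, 0.01% Tween-20, then compound added for 30 min. AlphaScreen streptavidin donor/nickel chelate acceptor beads (10 ug/mL final), 30 min dark, luminescence read.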
PI4K2A block: qHTS for small molecular inhibitors of PI4K2A; activity change, negative = inhibition, % at 76.9 µM; Phosphatidylinositol 4-kinase type 2-alpha (Homo sapiens), Q9BTU6; actives 0.13% (n = 420,000); purified PI4K2A, ADP-Glo luminescence, 1 h; active compounds read low; in the data active = activity change below about -50%; inconclusive = mostly about -30% to -49%;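 also: -100% = wells without enzyme as full effect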
Target sequence (Q9BTU6 whole entry, looked up): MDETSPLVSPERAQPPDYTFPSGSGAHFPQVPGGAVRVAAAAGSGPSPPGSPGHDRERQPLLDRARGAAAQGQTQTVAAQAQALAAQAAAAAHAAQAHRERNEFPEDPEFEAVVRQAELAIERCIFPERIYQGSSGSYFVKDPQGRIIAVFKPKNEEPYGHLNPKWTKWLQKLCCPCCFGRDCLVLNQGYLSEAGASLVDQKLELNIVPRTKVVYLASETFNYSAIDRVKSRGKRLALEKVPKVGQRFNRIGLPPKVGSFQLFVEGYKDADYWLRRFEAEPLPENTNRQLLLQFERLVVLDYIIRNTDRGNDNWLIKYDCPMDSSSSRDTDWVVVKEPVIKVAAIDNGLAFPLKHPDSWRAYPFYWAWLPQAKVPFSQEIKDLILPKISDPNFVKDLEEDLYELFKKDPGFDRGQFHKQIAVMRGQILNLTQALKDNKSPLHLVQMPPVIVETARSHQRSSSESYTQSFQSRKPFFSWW
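Compounds are screened against recombinant PI4K2A using PI as substrate and ATP, the latter dispensed at 300 microM. Reactions run one hour at ambient temperature before ADP-Glo detection; full inhibition defined by wells lacking enzyme.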
G9a inh: qHTS Assay for Inhibitors of Histone Lysine Methyltransferase G9a | Histone-lysine N-methyltransferase EHMT2 (Homo sapiens), Q96KQ7 | G9a H3K9 monomethylation, AlphaScreen, 2 h | Potency, µM (top dose mostly 102 µM), for the others: at the highest dose activity, negative = inhibition, usual class: inhibitors | actives 8.8% (n = 350,000) | AID 504332, 2011; also: potency is read from the fitted curve at half-maximal effect; % is scaled to controls: 0 for no effect and ±100 for the full control effect; nearly all actives have a fitted effect of over 75% in size
Target sequence (Q96KQ7 913-1193 limits assumed): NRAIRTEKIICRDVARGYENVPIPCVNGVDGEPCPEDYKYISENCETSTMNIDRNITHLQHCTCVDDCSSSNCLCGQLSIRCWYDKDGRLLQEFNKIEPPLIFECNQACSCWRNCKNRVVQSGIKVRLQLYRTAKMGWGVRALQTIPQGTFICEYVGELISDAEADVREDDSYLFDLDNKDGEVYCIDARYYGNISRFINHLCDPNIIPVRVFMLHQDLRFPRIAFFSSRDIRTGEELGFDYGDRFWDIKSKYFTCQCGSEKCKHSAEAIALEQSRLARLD
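Chemiluminescent proximity detection of H3K9 monomethylation, read after 10 min bead incubation in the dark. Reaction: 20 nM G9a, 500 nM biotin-H3K9 peptide, 20 uM SAM cofactor, 2 h, room temperature, following 15 min enzyme-compound preincubation.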
ERG Ets-DNA blk: qHTS for Small Molecule Inhibitors of the ERG Ets/DNA interaction; Transcriptional regulator ERG (Homo sapiens), P11308; actives 0.028% (n = 370,000); Potency, µM (series often up to 76.9 µM), without a hit: at the top dose FP activity, negative = inhibition, usual class: inhibitors; fluorescence polarization, His-ERG Ets domain / labelled DNA; active = well fitted inhibition curve with a large enough effect in the polarisation, with a control signal flat; inconclusive = small, poorly fitted or top-dose-only effect, or effect the other way, or a change in a side signal; inactive = no such curve, though single readings can be large or run the other way; the % refers to the polarisation;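 also: polarization taken with two DNA probes labelled with fluorescein and Texas red; potency is read from the fitted curve at half-maximal effect; % of control where 0% means no effect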
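His-tagged ERG Ets domain (1 uM in the protein solution; 300mM KCl, 50mM Tris-HCl, 1mM EDTA, 1mM DTT, pH 7.5) received compound, then a probe mix of 5 nM fluorescein-DNA and 100nM Texas-615-DNA. Fluorescence polarization was read for both dyes.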
GLS inhibitor: qHTS for Inhibitors of Glutaminase (GLS); Potency, µM (titrated, usually from 45.5 µM), for the others: at the highest dose activity change, negative = inhibition, most hits filed as inhibitors; Glutaminase kidney isoform, mitochondrial (Homo sapiens), O94925; GLS enzymatic activity, qHTS titration; actives 0.21% (n = 410,000); AID 624170, 2012; also: potency is read from the fitted curve at half-maximal effect; % is scaled to controls: 0 for no effect and ±100 for the full control effect
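hKGA; 45 mM KH2PO4 pH 8.2 + 0.02% Tween-20; cpd via pin tool; 1 mM Gln soln; GluOx/HRP/Amplex Red; RT 30 min; fluor. t0 & final.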
JMJD2A Tudor inh: qHTS Assay for Inhibitors of JMJD2A-Tudor Domain | Lysine-specific demethylase 4A (Homo sapiens), O75164 | Potency, µM (series often up to 114 µM), without a hit: at the highest dose activity change, negative = inhibition, hits mostly inhibitors | AlphaScreen JMJD2A-Tudor / H3K4me3 peptide binding | actives 4.4% (n = 390,000); also: potency is read from the fitted curve at half-maximal effect; % is scaled to controls: 0 for no effect and ±100 for the full control effect; nearly all actives have a fitted effect of over 50% in size
12-LOX inh: Primary qHTS assay for inhibitors of human arachidonate 12S-lipoxygenase (ALOX12): Round 2; Polyunsaturated fatty acid lipoxygenase ALOX12 (Homo sapiens), P18054; purified 12hLO, xylenol orange hydroperoxide absorbance; Potency, µM (titrated, usually from 108 µM), for inactives: at the highest dose activity change, negative = inhibition, most hits filed as inhibitors; actives 1.1% (n = 580,000); AID 1671190, 2021; also: potency is read from the fitted curve at half-maximal effect; % is scaled to controls: 0 for no effect and ±100 for the full control effect
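Purified human 12hLO (150 nM final) in 25 mM Hepes, 0.01% Triton X-100, pH 7.0 was preincubated 15 min at room temperature with compound. Then 40 uM arachidonic acid was added, 30 min. Hydroperoxide was read by Fe-XO absorbance ratio 573/405 nm.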
Starred values were filed as active, the others as inactive; ? = inconclusive; · = not tested or not shown; & = joins results of further samples; [ ] = remark or other dose. Unless noted, calls follow the shape of the dose curve; as a rule, active = well fitted curve in the direction sought with a large enough effect; inconclusive = small, poorly fitted or top-dose-only effect, or another doubt; inactive = no such curve, though single readings can be large; an effect the other way counts as inactive or inconclusive. An excerpt, so the mix of outcomes need not match the whole.

SMILES	BAZ2B block	RGS4 inh	HP1b binding inh	PI4K2A block	G9a inh	ERG Ets-DNA blk	GLS inhibitor	JMJD2A Tudor inh	12-LOX inh
CC/C(O)=C(/C#N)c1nnc2n1CCCCC2	79µM*	0%	21%	-4	?	·	-7%	28µM*	13%
CCOC(=O)N1CCN(C(=S)NC(=O)c2ccnn2C)CC1	-28%	-5%	-11%	-2	20µM*	1%	5%	?	?
CCOc1ccc(NS(=O)(=O)c2ccc(C(=O)NCc3ccncc3)cc2)cc1	-1%	-14%	21%	0	9%[0.501 µM]	-4%	12%	-5%	2%
COc1ccccc1NC(=O)c1ncoc1-c1ccco1	-6%	-2%	-3%	2	-5%[59 µM]	-3%	-4%	-12%	0%&-20%
COC(=O)c1ccccc1NC(=O)CN(C)Cc1ccccc1	68%[activator]	-1%	93%[activator]	-6	70%[activator]	-6%	-1%	41%[activator]	2%
CC1=CC(C)(C)N(S(=O)(=O)c2ccc(F)cc2)c2ccccc21	14%	7%	71%[activator]	0	20%[59 µM]	3%	-5%	49%[activator]	0%&1%
O=C(CSc1nnc(-c2ccccc2F)o1)NC1CCCCC1	9%	-50%	33%	2	2%	12%	1%	-14%	14%
COc1ccccc1NC(=O)COC(=O)CNC(=O)C1CCCCC1	·	18%	7%	-1	·	-9%	-2%	-1%	-6%
COc1cc(CNC23CC4CC(CC(C4)C2)C3)ccc1OCc1ccccc1	-22%	-7%	42%[activator]	0	-20%	20%	-14%	-10%	-5%
c1ccc2c(c1)NCCS2	50µM*	-39%	-26%	-7	16%[0.501 µM]	16%	2%	50µM*	?
Cc1ccc(S(=O)(=O)c2cn(CC(=O)Nc3ccccc3C)c3cc4c(cc3c2=O)OCO4)cc1	-2%	2%	36%	-4	7%[59 µM]	-8%	-3%	-5%	?
CNC(=S)Nc1cc(C)ccc1OC(F)F	-13%	0%	14%	-3	-36%	-7%	0%	-11%	-19%
O=C(CC1C(=O)NCCN1Cc1c(F)cccc1Cl)NC1CCCC1 (stereo not drawn)	3%	-40%	35%	4	-1%	-12%	32%	0%	-6%
CC1CN(C(=O)C(C)Sc2nc3ccccc3s2)CC(C)O1 (stereo not drawn)	15%	1%[11.4 µM]	-13%	3	-7%[59 µM]	-2%	-15%	-15%[11.4 µM]	0%
COc1ccc(CNC(=O)/C=C/c2ccco2)cc1OC	-12%	-36%	30%	-2	45µM*	5%	0%	-5%	-6%
O=C(Nc1nnc(C2CCCCC2)s1)C1CC(=O)N(c2ccccc2)C1 (stereo not drawn)	1%	-12%	46%[activator]	-1	0%	7%	-5%	-16%	-25%
COc1ccccc1NS(=O)(=O)c1cc(C(=O)Nc2ccc(S(=O)(=O)Nc3onc(C)c3C)cc2)ccc1C	·	-40%	-4%	2	·	·	8%	-31%	480%[activator]
CNC(=O)c1cc(C(=O)c2ccc(Cl)cc2)c[nH]1	?	11%	33%	5	-6%	-6%	0%	-18%	65%[activator]
CCC(=O)NC(=S)Nc1cccc(-c2nc3ncccc3o2)c1	5%	-14%	27%	1	24%[59 µM]	-1%	6%	0%	-26%
O=C(COC(=O)CCC(=O)c1cccs1)Nc1cccc(S(=O)(=O)N2CCOCC2)c1	-2%[57.1 µM]	0%	?	-9	38%[0.501 µM]	-5%	2%	2%	-25%
CCOc1ccc(CCNC(=O)c2nnn(CC(=O)Nc3ccc(OC)c(OC)c3)c2N)cc1OCC	?	-6%	27%	-10	34%[activator]	-5%	-26%	-3%	2%
CCOc1ccc(-c2nnc3sc(-c4ccccc4OC)nn23)cc1	·	4%	11%	1	·	1%	-4%	-4%	-1%
CCC(=O)Nc1ccccc1N1CCN(S(C)(=O)=O)CC1	1%	12%	18%	-10	12%[59 µM]	-1%	7%	-14%	6%
CCCCOc1ccc(C(O)C(CN2CCOCC2)c2ccccc2)cc1 (stereo not drawn)	-18%	-10%[56.9 µM]	64%[activator]	-3	?	-2%	10%	-22%	3%
CCOC(=O)C1CCN(C(=O)C2(NC(=O)NC3CCCCC3)CCCCC2)CC1	-16%	18%	36%	10	-2%	8%	-16%	-5%	1%
CC(=O)n1cc(/C=N/NC(=O)c2cccc(O)c2)c2ccccc21	-15%	-7%	24%	-1	18%	3%	-5%	-12%	9%
COc1cc(NS(=O)(=O)c2ccc(NC(=S)NC(=O)/C=C/c3ccco3)cc2)ncn1	-35%	-19%	?	-7	?	29%	?	18µM*	?
Cn1ccnc1C(=O)c1ccccc1Cl	0%	4%	17%	-1	13%	-6%	-1%	-11%	-6%
Cc1ccc(C)c(N2CCN(C(=O)c3cc4sccc4n3C)CC2)c1	?	-5%	-14%	-1	?	-9%	1%	?	-7%
CC(C)C(OC(=O)c1nsc(Cl)c1Cl)C(=O)NCc1ccccc1 (stereo not drawn)	6%	8%	34%[activator]	-1	17%	1%	4%	16%	-15%
CCN(CC)S(=O)(=O)c1ccc2oc(C(=O)NC3CC3)c(C)c2c1	0%	-5%	23%	4	5%[59 µM]	-18%	-7%	-9%	0%
Cc1cccc2sc(N(Cc3cccnc3)C(=O)CCOc3ccccc3)nc12	4%	?	41%[activator]	-59*	-4%[59 µM]	-2%	7%	-12%	-17%
O=C(Nc1ccc(C(=O)O)cc1)/C(=C\c1ccc2c(c1)OCO2)NC(=O)c1ccc(Br)cc1	-20%	5%	-5%	-4	-8%[59 µM]	-6%	0%	-18%	?
CCNC(=O)COC(=O)CNC(=O)c1cc(Cl)cc([N+](=O)[O-])c1	24%	27%	3%	6	7%[59 µM]	-7%	14%	-4%	-18%
Cc1cc([N+](=O)[O-])ccc1-c1ccc(/C=N/NC(=O)c2ccc(Br)o2)o1	-24%	-17%	45%[activator]	-4	0%	5%	1%	8%	-17%
COc1ccc(/C=C/C(=O)Nc2cccnc2)cc1OC	0%	-1%	17%	1	-4%	-12%	0%	1%[11.4 µM]	5%

Among those listed so far, these contain four or more nitrogen atoms:
SMILES	BAZ2B block	RGS4 inh	HP1b binding inh	PI4K2A block	G9a inh	ERG Ets-DNA blk	GLS inhibitor	JMJD2A Tudor inh	12-LOX inh
CC/C(O)=C(/C#N)c1nnc2n1CCCCC2	79µM*	0%	21%	-4	?	·	-7%	28µM*	13%
CCOC(=O)N1CCN(C(=S)NC(=O)c2ccnn2C)CC1	-28%	-5%	-11%	-2	20µM*	1%	5%	?	?
O=C(Nc1nnc(C2CCCCC2)s1)C1CC(=O)N(c2ccccc2)C1 (stereo not drawn)	1%	-12%	46%[activator]	-1	0%	7%	-5%	-16%	-25%
COc1ccccc1NS(=O)(=O)c1cc(C(=O)Nc2ccc(S(=O)(=O)Nc3onc(C)c3C)cc2)ccc1C	·	-40%	-4%	2	·	·	8%	-31%	480%[activator]
CCC(=O)NC(=S)Nc1cccc(-c2nc3ncccc3o2)c1	5%	-14%	27%	1	24%[59 µM]	-1%	6%	0%	-26%
CCOc1ccc(CCNC(=O)c2nnn(CC(=O)Nc3ccc(OC)c(OC)c3)c2N)cc1OCC	?	-6%	27%	-10	34%[activator]	-5%	-26%	-3%	2%
CCOc1ccc(-c2nnc3sc(-c4ccccc4OC)nn23)cc1	·	4%	11%	1	·	1%	-4%	-4%	-1%
COc1cc(NS(=O)(=O)c2ccc(NC(=S)NC(=O)/C=C/c3ccco3)cc2)ncn1	-35%	-19%	?	-7	?	29%	?	18µM*	?
